# High-throughput results as filed in PubChem BioAssay.
# USP1 inh: inhibitors of human USP1/UAF1 deubiquitinase; AID 743255; O94782; 390,000 compounds, 0.23% hits; Potency, µM (titrated, usually from 57.1 µM), for inactives: at the top dose activity change, negative = inhibition, actives largely listed as inhibitors; recombinant USP1/UAF1, Ub-Rhodamine cleavage fluorescence; note: potency is the fitted concentration of half-maximal effect; % is set by controls: 0 for no effect and ±100 for the full control effect; nearly all actives have a fitted effect of over 60% in size; inactives centre near -12
#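 1 nM enzyme complex + cpd, 15 min RT; start with Ub-Rho 150nM final; kinetic fluorescence ex 480/em 540, 6 reads q60 s. Buffer 50mM HEPES pH 7.8, 0.5mM EDTA, 0.1 mg/ml BSA, 1mM TCEP, 0.01% Tween-20.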
# HP1b chromo inh: blocks HP1-beta chromodomain binding to methylated histone tails; AID 540317; P83916; AlphaScreen HP1-beta / biotin-H3K9me3 peptide binding; 390,000 compounds, 0.56% hits; Potency, µM (titrated, usually from 114 µM), for inactives: top-dose activity change, negative = inhibition, most hits filed as inhibitors; note: potency is the fitted concentration of half-maximal effect; nearly all actives have a fitted effect of over 70% in size; inactives centre near 23
#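 HP1-beta protein (50 nM final) preincubated 30 min at room temperature with biotinylated H3(1-18)K9me3 peptide (50 nM) in PBS pH 7.4, 0.01% Tween-20, then compound added for 30 min. AlphaScreen streptavidin donor/nickel chelate acceptor beads (10 ug/mL final), 30 min dark, luminescence read.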
# Pin1 inh: inhibitors of human Pin1; Pin1 FP peptide displacement, HiFluor488, 10 min; AID 504891; Potency, µM (titrated, usually from 115 µM), for inactives: at the highest dose activity, negative = inhibition, usual class: inhibitors; 390,000 compounds, 0.009% hits; active = well fitted inhibition curve with a large enough effect in the polarisation, with a control signal flat, not every such curve was filed as active; inconclusive = small, poorly fitted or top-dose-only effect, or effect the other way, or a change in a side signal; inactive = no such curve, though single readings can be large or run the other way; the % refers to the polarisation; note: potency is the fitted concentration of half-maximal effect; % is set by controls: 0 for no effect and ±100 for the full control effect
# GLS inhibitor: inhibitors of human glutaminase (GLS) | O94925 | GLS enzymatic activity, qHTS titration | Potency, µM (top dose mostly 45.5 µM), inactives show at the top dose activity change, negative = inhibition, actives largely listed as inhibitors | 410,000 compounds, 0.21% hits; note: potency is the fitted concentration of half-maximal effect; % is set by controls: 0 for no effect and ±100 for the full control effect
#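 Assay buffer: 45 mM KH2PO4 pH 8.2, 0.02% Tween-20. hKGA acts on L-glutamine (1 mM solution added); product glutamate is reported by an oxidase/peroxidase Amplex Red coupling, with fluorescence taken at baseline and 30 min.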
# mIDH1 inhibitor: inhibitors of human mutant IDH1 R132H; 390,000 compounds, 0.093% hits; Potency, µM (titrated, usually from 76.6 µM), for inactives: at the highest dose activity change, negative = inhibition, usual class: inhibitors; AID 602179; O75874; IDH1-R132H enzyme, NADPH consumption, diaphorase/resazurin fluorescence; note: potency is the fitted concentration of half-maximal effect; % is set by controls: 0 for no effect and ±100 for the full control effect; nearly all actives have a fitted effect of over 65% in size
#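 IDH1-R132H (0.5 ug/mL dispensed) in pH 7.5 Tris buffer was preincubated 30 min with compound, then given a substrate mix of 0.016 mM NADPH and 2 mM alpha-KG for 80 min at room temperature; remaining NADPH was read by diaphorase/resazurin fluorescence.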
# TrxR1 substrate: is turned over as a substrate by rat TrxR1; O89049; 390,000 compounds, 0.01% hits; purified TrxR1 substrate turnover, NADPH consumption readout; AID 588456; Potency, µM (titrated, usually from 114 µM), without a hit: top-dose activity change, negative = substrate turnover; note: potency is the fitted concentration of half-maximal effect; % is set by controls: 0 for no effect and ±100 for the full control effect; nearly all actives have a fitted effect of over 50% in size
# Target sequence (O89049 whole entry, looked up): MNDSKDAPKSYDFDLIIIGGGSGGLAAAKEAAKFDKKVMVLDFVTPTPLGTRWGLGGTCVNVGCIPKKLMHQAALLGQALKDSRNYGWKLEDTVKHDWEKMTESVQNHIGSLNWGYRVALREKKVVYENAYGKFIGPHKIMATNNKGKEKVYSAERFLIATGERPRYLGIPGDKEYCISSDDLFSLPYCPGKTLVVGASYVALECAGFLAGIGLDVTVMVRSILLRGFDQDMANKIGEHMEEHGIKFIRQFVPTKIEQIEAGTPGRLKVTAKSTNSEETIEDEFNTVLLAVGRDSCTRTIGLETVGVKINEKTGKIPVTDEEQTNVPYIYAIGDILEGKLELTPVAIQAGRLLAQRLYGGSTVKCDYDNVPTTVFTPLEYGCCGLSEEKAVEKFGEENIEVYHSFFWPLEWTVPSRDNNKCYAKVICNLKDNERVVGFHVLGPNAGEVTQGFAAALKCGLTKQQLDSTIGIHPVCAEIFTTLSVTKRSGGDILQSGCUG
#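 Rat TrxR1, dispensed at 90 nM, was prereduced with 400 uM NADPH (final) for 5 min at ~22 deg C, then incubated with compound 15 min before 400 uM selenite. A first-read NADPH fluorescence drop versus no-compound background flagged substrates.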
# PI4K2A inh: blocks human PI4K2A kinase activity; Q9BTU6; activity change, negative = inhibition, % at 76.9 µM; purified PI4K2A, ADP-Glo luminescence, 1 h; hits give low values; 420,000 compounds, 0.13% hits; AID 1346378; in the data active = activity change below about -50%; inconclusive = mostly about -30% to -49%;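 note: -100% = wells without enzyme as full effect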
# Target sequence (Q9BTU6 whole entry, looked up): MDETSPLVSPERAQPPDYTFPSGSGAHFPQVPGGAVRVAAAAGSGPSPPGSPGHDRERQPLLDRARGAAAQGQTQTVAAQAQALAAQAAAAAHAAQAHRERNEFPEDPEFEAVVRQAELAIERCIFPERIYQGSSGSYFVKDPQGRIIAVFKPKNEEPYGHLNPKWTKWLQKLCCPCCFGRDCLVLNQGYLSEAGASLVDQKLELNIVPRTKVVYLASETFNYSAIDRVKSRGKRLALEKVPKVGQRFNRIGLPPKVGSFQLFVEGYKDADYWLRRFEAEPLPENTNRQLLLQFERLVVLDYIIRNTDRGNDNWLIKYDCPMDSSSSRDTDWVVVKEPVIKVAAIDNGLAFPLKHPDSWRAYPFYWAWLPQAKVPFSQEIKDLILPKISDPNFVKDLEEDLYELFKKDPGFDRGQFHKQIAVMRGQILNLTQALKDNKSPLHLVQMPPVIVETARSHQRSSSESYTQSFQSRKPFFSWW
#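 In this quantitative HTS, ADP production by PI4K2A was quantified luminescently after 1 h at ambient temperature; 100 microM adenosine served as plate-quality control.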
# PGK inhibitor: T. brucei PGK inhibition | Potency, µM (titrated, usually from 57.5 µM), for inactives: at the top dose activity change, negative = inhibition, most hits filed as inhibitors | 380,000 compounds, 0.043% hits | AID 602233 | PGK/GAPDH coupled, Kinase-Glo luminescence, 60 min; note: potency is the fitted concentration of half-maximal effect; % is set by controls: 0 for no effect and ±100 for the full control effect; nearly all actives have a fitted effect of over 60% in size
#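 Recombinant glycosomal PGK reaction used 1,3-bisphosphoglycerate generated in-well by GAPDH (100nM final) in 100mM TEA pH 7.6, 5mM MgCl2, 0.01% Tween-20. After 60 minutes at room temperature, ATP was read by Kinase-Glo Plus luminescence end-point.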
# rTrxR1 inhibitor: inhibitors of rat thioredoxin reductase 1 | 390,000 compounds, 1% hits | Potency, µM (series often up to 114 µM), inactives show at the highest dose activity change, negative = inhibition, hits mostly inhibitors | recombinant rTrxR1, NADPH fluorescence consumption, selenite substrate | O89049; note: potency is the fitted concentration of half-maximal effect; % is set by controls: 0 for no effect and ±100 for the full control effect; nearly all actives have a fitted effect of over 65% in size
#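 Rat TrxR1 (90 nM in the dispensed reagent) was pre-reduced with 400 uM NADPH for 5 min at room temperature, then incubated with compound for 15 min. After 400 uM selenite was added, NADPH fluorescence (Ex 340/Em 450 nm) was followed for 8 min.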
# * = called active by the depositor; i = inactive; ? = inconclusive; / = not tested or not shown; & = joins results of further samples; [ ] = dose if it differs, or a comment. Unless noted, calls come from the whole dose curve; as a rule, active = well fitted curve in the direction sought with a large enough effect; inconclusive = small, poorly fitted or top-dose-only effect, or another doubt; inactive = no such curve, though single readings can be large; an effect the other way counts as inactive or inconclusive. A portion of the library (hit frequency here may not be typical).
USP1 inh,HP1b chromo inh,Pin1 inh,GLS inhibitor,mIDH1 inhibitor,TrxR1 substrate,PI4K2A inh,PGK inhibitor,rTrxR1 inhibitor,compound
-16%,40%[activator],4%,-1%,6%,-9%,-1,-8%,2%,O=C(O)CC12C[C@H]3C[C@@H](C1)CC(n1ncc(N4CCN(c5ccccc5)CC4)c(Cl)c1=O)(C3)C2
10%,23%,-4%,6%,-2%,0%,2,1%,2%,Cc1ccc(NC(=O)CN2Cc3ccccc3C2=O)c(C)c1
6%,44%[activator],16%,11%,-11%,-2%,0,1%,12%,CN(Cc1ccccc1)C(=O)c1ccc(NC(=O)Cc2cccc(NC(=O)C3CCCN(C(=O)C4CCC4)C3)c2)cc1 (centres undefined)
-17%,-15%,?,-1%,-6%,-9%,1,-7%,-10%,Cc1ccc(NC(=S)NNC(=O)c2cccc([N+](=O)[O-])c2)cc1Cl
-8%,52%[activator],0%,2%,-4%,6%[57.1 µM],-5,2%,13%[57.1 µM],CC(=O)COc1coc(CN2CCN(c3ccc(F)cc3)CC2)cc1=O
0%,20%,-2%,-10%,5%,4%,7,-3%,5%,O=C(Nc1ccccc1Cl)N1CCn2c(nc3ccccc32)C1
-17%,53%[activator],3%,-8%,6%,4%,5,0%,18%,Cc1cc(C)c(C)c(OCCCCN2CCCCC2)c1
?,26%,5%,-1%,-1%,6%,0,-4%,13%,COc1ccc(C2CCCCCN2Cc2nc3ccccc3c(=O)n2CC(N)=O)cc1 (centres undefined)
-18%,/,/,-3%,3%,/,-1,-7%,/,COC(=O)[C@H]1C[C@H](OC(=O)NCc2ccccc2F)[C@@]2(O)CN(S(=O)(=O)c3ccc(C)cc3)CC2[C@H]1C(=O)OC (some centres undefined)
1%,20%,-5%,-21%,4%,3%[57.1 µM],-3,-7%,9%[57.1 µM],O=C(CCN1CCCCC1)NNC(=O)C12CC3CC(CC(C3)C1)C2
-8%,17%,43%[activator],1%,-4%,11%[57.1 µM],3,-2%,18%[57.1 µM],O=C(Cc1ccccc1)Nc1nnc(-c2ccco2)s1
-7%,17%,-5%,0%,9%,7%[57.1 µM],-1,13%,0%[57.1 µM],CCOC(=O)Cc1csc(NC(=O)CSc2nc(C)cc(C)n2)n1
-26%,26%,?,0%,15%,-6%[57.1 µM],-2,-6%,-9%[57.1 µM],COc1cc(OC)c(OC)cc1/C=C/c1cc(C(F)(F)F)[nH]c(=O)n1
-11%,10%,-17%,10%,0%,2%[57.1 µM],-1,14%,11%[57.1 µM],CN=C1CC(C)(C)CC(=O)/C1=C(/O)CCCN1C(=O)c2ccccc2C1=O
-10%,18%,-8%,-8%,2%,-4%,3,i,0%[57.1 µM],O=C(Cn1nnc(-c2cccs2)n1)NCc1ccco1

USP1 inh,HP1b chromo inh,Pin1 inh,GLS inhibitor,mIDH1 inhibitor,TrxR1 substrate,PI4K2A inh,PGK inhibitor,rTrxR1 inhibitor,compound
-6%,?,-4%,11%,9%,-5%,4,i,40µM*,CCN(C(=O)COC(=O)/C=C/c1ccc(C)o1)c1c(N)n(Cc2ccccc2)c(=O)[nH]c1=O
-16%,20%,1%,-2%,10%,9%,4,-7%,?,COc1ccc(-n2cc(CNCCCN3CCCC3=O)c(-c3ccccc3Cl)n2)cc1
-22%,43%[activator],0%,-1%,0%,1%,0,-4%,17%,Cc1ccc(CC(=O)Nc2ccc(Cl)cn2)cc1
-20%,34%,4%,1%,-1%,3%[57.1 µM],3,-8%,9%[57.1 µM],CSc1nc2ccc(NC(=O)c3ccc(F)c(F)c3)cc2s1
-21%,5%,?,-13%,8%,3%,-12,i,16%,CCOc1ccc(/C=C2\SC(=S)N(C)C2=O)cc1OC
-15%,36%,4%,1%,10%,-5%,9,i,7%,CCCn1c(N)c(C(=O)CSc2nnc(C3CC3)n2Cc2ccccc2)c(=O)n(C)c1=O
-23%,91%,6%,-5%,0%,-19%[57.1 µM],-4,i,?,O=C(CCSc1ccc(Cl)cc1)c1cccs1
-8%,24%,1%,3%,-1%,3%,-5,-6%,28%,Cc1ccccc1-n1c(Cn2c(=O)sc3ccccc32)nnc1SCC(=O)N1CCCC1
-15%,28%,1%,18%,-12%,3%,-4,8%,19%,Cc1cc(Cl)ccc1NS(=O)(=O)c1ccc2c(c1)CC(C)N2C(=O)C1CCC1 (centres undefined)
-11%,-35%,0%,-1%,-4%,-10%,-1,i,-10%,CCC(=O)N1N=C(c2ccc(C)o2)CC1c1ccc(Br)cc1 (centres undefined)
-6%,17%,-3%,7%,7%,-8%,5,-11%,-5%,CCCC(=O)Nc1ccccc1NC(=O)CCC
-3%,-11%,2%,15%,-2%,-2%,-3,-3%,20%,COc1ccc(C(=O)c2sc(Nc3cccc(OC)c3)c(C(=O)Nc3cccc(C)c3C)c2N)cc1
-9%,33%,-7%,1%,-6%,-6%,-6,1%,-7%,O=C(Cc1ccccc1)NNC(=O)C1CCN(c2ncccn2)CC1
-11%,7%,4%,3%,-1%,8%[57.1 µM],3,-1%,16%[57.1 µM],COC(=O)[C@@]12CCCN1[C@H](c1ccc(-c3ccccc3)cc1)[C@H]1C(=O)N(C)C(=O)[C@H]12
-9%,-1%,2%,20%,2%,-1%,4,8%,16%,O=C(/C=C/c1cccc([N+](=O)[O-])c1)NCCSc1ccccc1

USP1 inh,HP1b chromo inh,Pin1 inh,GLS inhibitor,mIDH1 inhibitor,TrxR1 substrate,PI4K2A inh,PGK inhibitor,rTrxR1 inhibitor,compound
-10%,11%,-3%,12%,4%,4%,1,3%,13%,COCCNC(=O)C(c1ccc(O)cc1)N(C(=O)CCC(=O)Nc1nccs1)c1ccc(C)cc1 (centres undefined)
-20%,58%[activator],0%,14%,-6%,165%[activator],-6,3%,45%[activator],CC(C)(C)c1cc(NCCCn2ccnc2)n2ncc(-c3ccc(Cl)cc3)c2n1
-5%,/,/,0%,-2%,/,0,3%,/,N#Cc1ccc(OCC(=O)OCC(=O)N2CCc3ccccc32)cc1
-19%,?,-1%,-15%,4%,-1%[57.1 µM],-1,5%,8%[57.1 µM],Fc1ccc2c(c1)C1OCCCC1C(c1ccccc1)N2 (centres undefined)
-28%,?,/,?,2%,-3%,-6,?,9%,COc1ccc(C(=O)OCC(=O)Nc2ncc([N+](=O)[O-])s2)cc1OC
?,14%,53%[activator],12%,3%,-6%,-1,2%,-12%,CCOc1ccc(-n2c(O)c(/C=N/NC(=O)C3COc4ccccc4O3)c3ccccc3c2=O)cc1 (centres undefined)
-22%,32%,-2%,-18%,-3%,1%[11.4 µM],-1,-9%,15%[11.4 µM],O=C(NN1C(=O)C2C(C1=O)C1C=CC2C12CC2)c1cccc(Cl)c1 (centres undefined)
-2%,31%,0%,-9%,5%,8%[57.1 µM],0,-10%,24%[57.1 µM],O=C(Cc1cccs1)N(CC1CCCO1)C1(C(=O)NC2CCCC2)CCCCC1 (centres undefined)
-20%,17%,-15%,1%&-14%,-3%,3%[57.1 µM],3&-4&2,-10%,?,CC(C)NCC(O)COc1ccc(CCOCC2CC2)cc1 (centres undefined)
-4%,52%[activator],-3%,0%,2%,7%,-1,2%,23%,CCOC(=O)CSc1nc(CC)nc2ccccc12
-25%,27%[57 µM],4%,-3%,6%,1%[57.1 µM],0,1%,14%[57.1 µM],CC(NC(=O)c1ccc2nc(Cc3ccccc3)oc2c1)c1ccccc1 (centres undefined)
-26%,34%,7%,0%,6%,-1%,3,i,-3%,CCOc1ccc(-c2cc3nc(C4CCN(C(=O)OC(C)(C)C)CC4)c(C(=O)Nc4ccc(C(=O)OC)cc4)cn3n2)cc1
-10%,7%,5%,-1%,5%,-5%,-2,-4%,10%,COCc1cc(=O)[nH]c(Nc2nc(C)c3ccccc3n2)n1
-6%,24%,-2%,8%,20%,3%[57.1 µM],-9,4%,14%[57.1 µM],O=C(CCSCc1cccc(Cl)c1)NCc1ccc(F)cc1Cl
-19%,16%,5%,-13%,-1%,1%,5,-5%,10%,CC(C)c1ccc(NC(=O)c2cc3c(=O)n(C)c4ccccc4c3n2C)cc1

USP1 inh,HP1b chromo inh,Pin1 inh,GLS inhibitor,mIDH1 inhibitor,TrxR1 substrate,PI4K2A inh,PGK inhibitor,rTrxR1 inhibitor,compound
-24%,36%,5%,4%,-4%,5%,-4,-8%,-3%[57.1 µM],CCOc1ccc(-c2cc(NC(=O)Cn3ncc4c3-c3ccccc3OC4)on2)cc1OCC
-13%,40%[activator],-6%,1%,1%,4%,-7,-8%,7.9µM*,CS(=O)(=O)c1ccc(C(=O)OCC(=O)NC2CCS(=O)(=O)C2)cc1[N+](=O)[O-] (centres undefined)
-9%,48%[activator],-12%,-8%,2%,-10%,4,-1%,-17%,NC(=O)c1nc(N2CCOCC2)nc(N2CCOCC2)n1
-14%,30%,1%,-2%,5%,44%[activator],-1,?,9%,Cc1cc(C)c(-c2cc(C(F)(F)F)no2)c(=O)[nH]1
-1%,11%,-15%,-5%,0%,-7%,2,-3%,-14%,CCOC(=O)N1CCC(NC(=O)c2cc(S(=O)(=O)N3CCCC3)cn2C)CC1
-7%,18%,-4%,-4%,-18%,-4%,3,i,18%,Cc1ccc(S(=O)(=O)NCCCNS(=O)(=O)c2ccccc2)cc1
-10%,45%[activator],-6%,6%,19%,-13%,1,-9%,-5%,C/C(=N\NC(=O)CSCc1ccc(Cl)cc1)c1ccc2c(c1)OCCO2
